SIAE inh: blocks human sialic acid acetylesterase | SIAE FP-Rh probe binding, fluorescence polarization | inhibition, % at 9.66 µM | 370,000 tested, 0.69% active | AID 1053197;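 active means inhibition above a cutoff: mean of compounds within the control limits plus 3 SD of those, cut at about 17% in these data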;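 further: 0% = plate median of compound wells and 100% = probe without SIAE protein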
TDP2 absorb: blocks human TDP2 phosphodiesterase activity; O95551; inhibition, % at 12.8 µM; recombinant TDP2, T5PNP hydrolysis, p-nitrophenol absorbance 415 nm; AID 720702; 370,000 tested, 0.34% active;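 active means inhibition above the mean of all tested compounds plus 3 SD, set per campaign, cut at about 25% in these data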;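 further: 0% = DMSO with enzyme and 100% = buffer with substrate but no TDP2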
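Assay system: recombinant human TDP2 / Reagent: T5PNP substrate at 5 mM, a TopII-DNA adduct mimic / Measured by: epi absorbance from released p-nitrophenol / Evaluation: % inhibition relative to enzyme-containing and enzyme-free wells / Control set: enzyme-free and DMSO wells / Replicates: each compound tested once, singlicate / Schedule: enzyme reaction with compound for 2 h at 37 °C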
DDE Tn6 FP inh: DD(E)-Tn6 binding inhibition, primary FP screen; P02675; Fibrin DD(E) TRITC-Tn6 fluorescence polarization displacement; inhibition, % at 8.3 µM; 370,000 tested, 0.21% active; AID 720509;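 active means inhibition above a per-campaign cutoff: mean of compounds within control limits plus 3 SD, cut at about 15% in these data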;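 further: 0% = median of all compound wells on the plate and 100% = blocking peptide control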
Tn7 DDE FP: inhibitors of Tn7 peptide binding to human fibrin DD(E); P02675; FP displacement of FITC-Tn7 peptide from fibrin DD(E); 0% = median of compound wells per plate; inhibition, % at 8.3 µM; 370,000 tested, 0.13% active; AID 720508;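 active means inhibition above the mean of compounds falling within the control limits plus 3 SD of them, cut at about 14% in these data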;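 further: 0% = plate median of compound wells and 100% = 10 µM Aha-Tn7 peptide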
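Test system – human fibrin DD(E) · Times – 10 min preincubation, 3 h with tracer, room temperature · Detection – fluorescence polarization of the labelled Tn7 tracer · Measure – percent inhibition normalized to high-control wells · Benchmarks – high control wells with 10 µM unlabelled Aha-Tn7 peptide (full inhibition) · Repeats – singlicate testing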
MBD2 DNA inh: inhibitors of human MBD2 binding to methylated oligonucleotide | Q9UBB5 | TR-FRET | inhibition, % at 4.4 µM | 370,000 tested, 0.31% active | AID 686964; in the data active means inhibition above about 13%
LEDGF integ inh: blocks HIV-1 LEDGF/p75-dependent DNA integration; TR-FRET IN-LEDGF/p75 DNA integration, Eu/Cy5; inhibition, % at 3.7 µM; 370,000 tested, 0.64% active; AID 743269;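 active means inhibition above the screen-wide mean plus 3 SD, cut at about 13% in these data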;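 further: signal is the Cy5 over europium emission ratio at 671 and 618 nm; 0% = plate median of compound wells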
UHRF1 binding: blocks human UHRF1 binding to methylated DNA; UHRF1 binding to methylated oligo, TR-FRET; inhibition, % at 4.4 µM; 370,000 tested, 0.75% active; AID 687016; in the data active means inhibition above about 21%;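 further: UHRF1 SRA domain binding a hemimethylated CpG hairpin DNA probe; 0% = median of test compound wells and 100% = reference inhibitor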
Target sequence (Q96T88 whole entry, looked up, the tested form may be a part): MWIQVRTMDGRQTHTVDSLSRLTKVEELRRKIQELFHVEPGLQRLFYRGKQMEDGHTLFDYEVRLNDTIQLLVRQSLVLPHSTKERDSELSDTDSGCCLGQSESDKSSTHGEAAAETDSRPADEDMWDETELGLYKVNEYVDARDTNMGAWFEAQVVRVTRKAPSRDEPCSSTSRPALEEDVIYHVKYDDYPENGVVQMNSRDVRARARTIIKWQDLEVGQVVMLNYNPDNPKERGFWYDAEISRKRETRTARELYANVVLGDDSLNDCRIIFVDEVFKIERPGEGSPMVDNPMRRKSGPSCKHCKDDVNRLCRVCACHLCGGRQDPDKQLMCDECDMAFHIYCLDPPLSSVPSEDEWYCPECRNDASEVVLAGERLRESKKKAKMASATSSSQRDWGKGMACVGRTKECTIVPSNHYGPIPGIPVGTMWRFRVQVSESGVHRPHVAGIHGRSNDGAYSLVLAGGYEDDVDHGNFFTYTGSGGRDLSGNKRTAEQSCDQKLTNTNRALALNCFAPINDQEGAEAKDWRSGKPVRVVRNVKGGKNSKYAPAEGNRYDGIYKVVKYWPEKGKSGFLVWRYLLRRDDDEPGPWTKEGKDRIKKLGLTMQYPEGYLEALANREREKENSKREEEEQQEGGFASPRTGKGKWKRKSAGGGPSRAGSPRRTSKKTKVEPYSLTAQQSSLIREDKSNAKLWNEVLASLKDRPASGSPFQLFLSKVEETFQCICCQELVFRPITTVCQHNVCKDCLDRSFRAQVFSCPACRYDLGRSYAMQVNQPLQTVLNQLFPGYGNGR
TCR-CD3 inh: inhibitors of human TCR-CD3 interaction | TAMRA-labeled TCR probe fluorescence, biochemical | inhibition, % at 9.4 µM | 360,000 tested, 0.37% active | AID 651800; in the data active means inhibition above about 19%;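 further: recombinant mutant TCR 2C K166C tagged with TAMRA read by polarization; 0% = receptor in buffer alone and 100% = receptor with positive control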
proKLK7 act: activators of human kallikrein-7 zymogen | 370,000 tested, 0.9% active | P49862 | purified proKLK7, EDANS-DABCYL substrate fluorescence; 100% is mature enzyme control, 0% vehicle | AID 652039 | activation, % at 7 µM;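 active means activation above the mean of all tested compounds plus 3 SD, computed per campaign excluding outliers beyond control limits, cut at about 13% in these data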
Target sequence (P49862 whole entry, looked up): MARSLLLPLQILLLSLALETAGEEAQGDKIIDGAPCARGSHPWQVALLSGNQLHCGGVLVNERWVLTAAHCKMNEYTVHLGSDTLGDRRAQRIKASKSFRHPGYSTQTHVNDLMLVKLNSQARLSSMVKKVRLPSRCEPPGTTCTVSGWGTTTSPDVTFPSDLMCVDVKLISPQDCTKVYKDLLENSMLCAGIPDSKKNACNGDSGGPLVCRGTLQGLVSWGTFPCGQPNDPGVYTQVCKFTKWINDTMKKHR
PRMT1 FP inh: blocks human protein arginine methyltransferase 1 | AID 652257 | Q99873 | 370,000 tested, 1.3% active | inhibition, % at 2.79 µM | recombinant PRMT1, activity-based probe fluorescence polarization;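 active means inhibition above about 21% made by adding two undisclosed values, limit read from the data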
The depositor's hits bear a star; · = not tested or not shown.

(1) CC1(C)Cc2c(cnn2-c2cccc(F)c2)C(NC(=O)c2csnn2)C1 (stereo not given)
(2) N#CC1=C(S)N=C(N)C(c2nc(-c3ccccc3)cs2)C12CCCCC2 (stereo not given)
(3) COCCSc1ccccc1C(=O)NCCc1ccccc1
(4) Cc1ccc2c(c1)-c1c(cnn1CC(=O)N(CCC#N)c1ccccc1)CO2
(5) CCCCNC(=O)C1CC(c2cccc([N+](=O)[O-])c2)=NO1 (stereo not given)
(6) O=C1C=CC(O)(c2cc(=O)c3c(O)cc(O)cc3o2)C=C1
(7) CCOC(=O)c1c(C)[nH]c(C(=O)COC(=O)c2ccncc2)c1C
(8) Cc1ccc(OCCCCNC2CCCCC2)c(C)c1
(9) Cc1ccc(C(=O)Nc2nc(COc3ccccc3)cs2)s1
(10) CCCc1nc2c(C)cc(C)cc2c(N)c1CC
Compound	1	2	3	4	5	6	7	8	9	10
TCR-CD3 inh	-1	1	1	3	2	-2	2	1	-5	9
Tn7 DDE FP	-4	-5	-7	-1	-1	14*	2	-3	-6	2
DDE Tn6 FP inh	-2	2	7	-3	2	0	3	0	-6	-1
SIAE inh	-1	-12	1	-6	-2	3	-1	13	-8	3
LEDGF integ inh	-6	5	-1	0	0	7	4	4	-1	-1
UHRF1 binding	4	-4	0	-1	2	3	1	-2	-2	0
PRMT1 FP inh	0	16	10	0	-1	17	1	-2	1	-1
proKLK7 act	-0.5	-0.5	-0.8	0.8	0.0	1.2	0.6	0.0	1.0	1.2
MBD2 DNA inh	0	-6	3	-2	1	3	0	1	2	1
TDP2 absorb	-1	-1	0	-4	-5	10	-8	0	0	2

(11) CCCCCCOC(=O)C(C#N)c1nc2ccccc2nc1N1CCN(CC)CC1 (stereo not given)
(12) FC(F)(F)c1ccc(CN2C[C@@H]3C(c4ccc(Cl)nc4)C4(c5cccnc5)CC3(C4)[C@H]2c2ccccc2)cc1 (stereo not given in full)
(13) CC(C)[C@H]1C(=O)Nc2ccccc2N1C(=O)N[C@@H](Cc1ccccc1)C(=O)N[C@H](Cc1ccccc1)C(=O)O
(14) C=CCN1C(=O)C(C)NC1=S (stereo not given)
(15) CC1CCN(c2ccc(C(=O)NCc3ccco3)cc2[N+](=O)[O-])CC1
(16) Cc1sc2ncn(CC(=O)Nc3c(F)cccc3F)c(=O)c2c1S(=O)(=O)N1CCC(C)CC1
(17) COC(=O)C1CCc2c(ccc3c2CCCC3)C1=O (stereo not given)
(18) O=C(NC1CC1)c1cccc2c1C(=O)c1ccc(N3CCC(Cc4ccccc4)CC3)cc1S2(=O)=O
(19) Cc1cc(NS(=O)(=O)c2ccc(NC(=O)c3ccc([N+](=O)[O-])c(Cl)c3)cc2)no1
(20) CCC(=O)N=c1sc2cc([N+](=O)[O-])ccc2n1CCOC
Compound	11	12	13	14	15	16	17	18	19	20
TCR-CD3 inh	3	5	-9	12	3	5	3	8	-1	2
Tn7 DDE FP	3	-1	1	8	-1	3	-5	-4	0	-7
DDE Tn6 FP inh	-1	1	-4	9	11	8	-2	-6	2	-7
SIAE inh	1	-3	1	-4	-2	2	-8	-4	1	-3
LEDGF integ inh	-3	-1	-3	-2	2	-4	8	2	-2	5
UHRF1 binding	0	4	1	2	-3	-4	7	0	1	-4
PRMT1 FP inh	1	1	7	7	1	-3	-5	0	3	0
proKLK7 act	0.0	0.5	-0.3	0.0	0.7	0.2	0.2	-0.9	-0.5	-0.1
MBD2 DNA inh	-1	-2	6	3	-1	-6	0	-1	4	2
TDP2 absorb	5	-3	11	8	-11	-4	-10	2	-3	2

(21) CCCc1cc(=O)oc2cc(OCC(=O)NCCc3c[nH]c4ccc(OC)cc34)ccc12
(22) O=C(c1cc2cc(Br)ccc2o1)N1CCCCC1
(23) CC(C)C[C@H]1CN([C@@H](CC(C)C)CN2CCCC2CN2C(=S)NC[C@@H]2Cc2ccccc2)C(=S)N1CCc1ccccc1 (stereo not given in full)
(24) Cc1c(C(=O)N2CCC(N3CCSCC3)CC2)oc2c(F)cccc12
(25) Cc1ccc(C(=O)Nc2c(-c3ccc(Cl)cc3)[nH][nH]c2=O)cc1
(26) N/C(=N\OC(=O)Cc1ccccc1)c1ccccc1Cl
(27) O=C(Cn1cnc2ccccc21)c1ccccc1
(28) COc1ccc(NC(=O)CSc2nnnn2C2CCCCC2)cc1
(29) CN(CC(=O)NCCc1ccc(S(N)(=O)=O)cc1)S(=O)(=O)c1ccc(Br)s1
(30) CC(C)(C)N1C(=O)[C@H]2[C@@H](c3ccc(Br)cc3)N3C(=O)N(c4cccc(F)c4)C(=O)[C@@]3(Cc3ccccc3)[C@H]2C1=O
Compound	21	22	23	24	25	26	27	28	29	30
TCR-CD3 inh	3	5	6	7	-9	4	-3	5	1	7
Tn7 DDE FP	7	-1	1	-3	2	-4	3	-8	3	-6
DDE Tn6 FP inh	-4	6	-2	6	8	8	1	-5	7	3
SIAE inh	-4	2	-2	0	9	2	-5	-1	2	-13
LEDGF integ inh	-2	-1	-2	2	14*	0	-3	-5	1	1
UHRF1 binding	3	-2	3	-1	4	1	-1	4	-2	1
PRMT1 FP inh	1	0	3	0	2	-1	2	3	3	1
proKLK7 act	1.8	0.5	0.8	-0.8	-0.6	0.5	0.0	-0.6	-0.6	0.6
MBD2 DNA inh	0	2	5	0	2	-2	-1	0	-4	-1
TDP2 absorb	8	-4	7	8	61*	1	8	-11	-2	6

Some of these compounds in order of length of the SMILES, falling.
(30) CC(C)(C)N1C(=O)[C@H]2[C@@H](c3ccc(Br)cc3)N3C(=O)N(c4cccc(F)c4)C(=O)[C@@]3(Cc3ccccc3)[C@H]2C1=O
(23) CC(C)C[C@H]1CN([C@@H](CC(C)C)CN2CCCC2CN2C(=S)NC[C@@H]2Cc2ccccc2)C(=S)N1CCc1ccccc1 (stereo not given in full)
(29) CN(CC(=O)NCCc1ccc(S(N)(=O)=O)cc1)S(=O)(=O)c1ccc(Br)s1
(25) Cc1ccc(C(=O)Nc2c(-c3ccc(Cl)cc3)[nH][nH]c2=O)cc1
(24) Cc1c(C(=O)N2CCC(N3CCSCC3)CC2)oc2c(F)cccc12
(28) COc1ccc(NC(=O)CSc2nnnn2C2CCCCC2)cc1
(22) O=C(c1cc2cc(Br)ccc2o1)N1CCCCC1
(27) O=C(Cn1cnc2ccccc21)c1ccccc1
Compound	30	23	29	25	24	28	22	27
TCR-CD3 inh	7	6	1	-9	7	5	5	-3
Tn7 DDE FP	-6	1	3	2	-3	-8	-1	3
DDE Tn6 FP inh	3	-2	7	8	6	-5	6	1
SIAE inh	-13	-2	2	9	0	-1	2	-5
LEDGF integ inh	1	-2	1	14*	2	-5	-1	-3
UHRF1 binding	1	3	-2	4	-1	4	-2	-1
PRMT1 FP inh	1	3	3	2	0	3	0	2
proKLK7 act	0.6	0.8	-0.6	-0.6	-0.8	-0.6	0.5	0.0
MBD2 DNA inh	-1	5	-4	2	0	0	2	-1
TDP2 absorb	6	7	-2	61*	8	-11	-4	8

The list goes on.
(31) CC(C)C[C@H]1CNC(=S)N1C[C@H]1CCCN1C[C@H](CC(C)C)N1C[C@H](Cc2ccc(O)cc2)N(CC2CCCCCC2)C1=S
(32) C=CCN1C(=O)C(Cc2ccc(Br)cc2)S/C1=N\N=C\c1ccco1 (stereo not given)
(33) Oc1c(Br)cc(C2N=C(c3ccccc3)NO2)cc1Br (stereo not given)
(34) CCOC(=O)CNC(=O)N1C[C@H]2CON(C)[C@H]2C[C@H]1c1ccccc1Br
(35) COc1ccc(Cc2nnc(SCC(=O)NC3(C#N)CCCCC3)n2N)cc1
(36) O=C1NCCCC1C(=O)N1CCN(C(=O)c2ccco2)CC1 (stereo not given)
(37) CCOc1ccc(/C=N/n2c(-c3n[nH]c4c3CCC4)n[nH]c2=S)cc1
(38) O=C(COC(=O)c1ccc(S(=O)(=O)N2CCOCC2)cc1)NCc1ccco1
(39) Cc1ccc(Cn2nnc3c(=O)n(Cc4cc(C)ccc4C)cnc32)cc1
(40) CC(NC(=O)c1cc2cc(F)ccc2[nH]1)c1ccccc1 (stereo not given)
Compound	31	32	33	34	35	36	37	38	39	40
TCR-CD3 inh	3	-3	-7	2	4	7	·	-3	1	3
Tn7 DDE FP	-2	1	0	5	-3	0	-7	1	0	-1
DDE Tn6 FP inh	-4	2	-3	-1	6	0	-4	2	-3	-6
SIAE inh	-12	1	5	11	1	1	11	2	-7	-7
LEDGF integ inh	1	-1	3	-1	1	-1	-3	-3	0	-4
UHRF1 binding	0	-2	1	-3	0	-2	-7	1	0	2
PRMT1 FP inh	4	1	6	-3	0	-2	4	4	0	0
proKLK7 act	0.1	0.5	0.3	0.1	-0.3	0.0	0.5	0.3	-0.5	0.9
MBD2 DNA inh	-7	2	4	0	5	-1	1	3	3	0
TDP2 absorb	2	12	-6	10	13	2	11	4	-3	3

(41) O=S(=O)(c1ccc(SCCO)nc1)N1CCCC1
(42) O=c1cc(-c2ccncc2)oc2c1ccc1ccccc12
(43) C[C@@H]1CN([C@@H](C)CO)C(=O)c2cccc(NC(=O)c3nc4ccccc4s3)c2O[C@@H]1CN(C)CC1CC1
(44) CCOc1ccccc1OCC(=O)Nc1ccc(S(=O)(=O)N(C)C)cc1
(45) COc1ccc(OC)c(Nc2cc(-c3ccccc3)nc(N)n2)c1
(46) CC(=O)c1cccc(NC(=O)CN(c2ccccc2F)S(C)(=O)=O)c1
(47) O=C(CCN1C(=O)/C(=C\c2ccccc2)SC1=S)NNC(=O)c1ccccc1O
(48) O=C(NC1CCCCCCC1)C1CCN(S(=O)(=O)N2CCCC2)CC1
(49) Cc1ccc(NC(=O)c2sc(N)nc2-c2ccc([N+](=O)[O-])cc2)cc1C
(50) COc1ccc(N2CS(=O)(=O)/C(=C/N(C)C)C2=O)cc1
(51) O=C1c2cccc3cccc(c23)C(=O)N1Nc1ccccc1
(52) COc1ccc(-c2nc(CS(=O)CC(=O)NC3CCCCCC3)c(C)o2)cc1 (stereo not given)
(53) O=C(CCNC(=O)C1CCN(S(=O)(=O)c2ccc(F)cc2)CC1)NCCc1cccc(F)c1
Compound	41	42	43	44	45	46	47	48	49	50	51	52	53
TCR-CD3 inh	-4	-5	9	5	2	-4	40*	2	3	-7	-4	11	5
Tn7 DDE FP	1	2	2	5	5	-5	4	-7	8	-1	4	-4	-4
DDE Tn6 FP inh	-5	0	5	2	-3	0	6	-2	-2	9	3	5	-7
SIAE inh	-7	-17	-3	-2	-8	2	-1	3	-7	-8	4	0	-1
LEDGF integ inh	1	-5	-3	1	2	1	-12	5	-1	-2	-7	3	1
UHRF1 binding	8	-17	0	47*	-5	1	0	1	-1	2	-3	1	1
PRMT1 FP inh	5	3	-1	0	-1	-2	6	-1	-1	3	3	5	6
proKLK7 act	-0.4	-2.8	1.6	-0.4	0.3	-1.1	0.5	0.1	-0.4	-0.1	-0.7	-0.3	0.5
MBD2 DNA inh	8	5	6	-6	-7	5	-2	0	6	4	-7	2	2
TDP2 absorb	-11	0	-1	6	3	3	-19	-14	-11	-2	6	4	12
